APJ antag – APJ receptor antagonism; inhibition, % at 20 µM; CHO-K1 APJ beta-arrestin complementation, luminescence; 330,000 compounds, 0.32% hits; P35414; AID 2521;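 active = inhibition above about 40% at 20 µM, limit read from the data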;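 also: cells challenged with 10 nM apelin-13 agonist together with compound; plate controls were apelin-13 plus DMSO wells for no effect and DMSO wells lacking apelin-13 for full effect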
ATG4B inhibitor – inhibitors of human ATG4B cysteine protease | 340,000 compounds, 0.51% hits | inhibition, % at 8.33 µM | ATG4B cleavage of LC3-PLA2, NBD-HPC fluorescence, 1 h | AID 504462; in the data active = inhibition above about 40%
Target sequence (Q9Y4P1 whole entry, looked up): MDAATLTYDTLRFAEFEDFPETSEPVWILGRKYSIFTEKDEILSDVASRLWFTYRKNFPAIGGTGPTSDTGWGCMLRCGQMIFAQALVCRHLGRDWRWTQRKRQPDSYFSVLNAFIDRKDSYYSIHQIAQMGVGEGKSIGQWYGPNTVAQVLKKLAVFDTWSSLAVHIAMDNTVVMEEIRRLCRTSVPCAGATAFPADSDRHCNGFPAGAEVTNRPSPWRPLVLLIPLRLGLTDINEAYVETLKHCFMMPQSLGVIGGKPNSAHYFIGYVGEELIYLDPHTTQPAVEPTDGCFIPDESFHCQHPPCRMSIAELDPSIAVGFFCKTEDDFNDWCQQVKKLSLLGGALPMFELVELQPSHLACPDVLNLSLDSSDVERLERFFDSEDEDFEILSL
UBC13 polyUb – blocks human UBC13 polyubiquitin chain formation | P61088 | TR-FRET | 330,000 compounds, 0.47% hits | inhibition, % at 20 µM; in the data active = inhibition above about 45%, passing the limit was not always enough
Target sequence (P61088 whole entry, looked up): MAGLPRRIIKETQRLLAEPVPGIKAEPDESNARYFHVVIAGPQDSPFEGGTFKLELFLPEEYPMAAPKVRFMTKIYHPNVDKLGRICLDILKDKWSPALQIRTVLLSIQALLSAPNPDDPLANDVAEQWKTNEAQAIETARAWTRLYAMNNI
EBI2 antag – antagonists of human EBI2 receptor; P32249; EBI2 beta-arrestin recruitment, luminescence, 7a,25-OHC stimulated; inhibition, % at 5 µM; 360,000 compounds, 0.81% hits; in the data active = inhibition above about 38%;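 also: enzyme fragment complementation signal reports receptor beta-arrestin coupling in cells; 0% = agonist plus DMSO wells and 100% = wells without agonist; some results beyond the cut were filed as inactive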
Target sequence (P32249 whole entry, looked up, the tested form may be a part): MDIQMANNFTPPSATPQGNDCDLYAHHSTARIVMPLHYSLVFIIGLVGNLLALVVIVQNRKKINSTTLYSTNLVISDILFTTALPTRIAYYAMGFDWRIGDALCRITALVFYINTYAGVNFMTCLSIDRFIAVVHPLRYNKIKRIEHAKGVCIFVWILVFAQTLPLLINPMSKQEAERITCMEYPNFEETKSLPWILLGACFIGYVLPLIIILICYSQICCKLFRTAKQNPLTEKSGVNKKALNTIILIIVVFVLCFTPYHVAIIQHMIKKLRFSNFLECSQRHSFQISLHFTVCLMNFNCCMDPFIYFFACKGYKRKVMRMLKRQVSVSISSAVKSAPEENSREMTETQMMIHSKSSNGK
CCR6 antagonist – antagonists of human CCR6 receptor. P51684. CHO-K1 CCR6 PathHunter beta-arrestin, luminescence, CCL20-stimulated. inhibition, % at 20 µM. 340,000 compounds, 0.49% hits. AID 493098;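 active = compounds whose inhibition of the agonist-driven luminescence signal at 20 µM reaches about 50%, limit read from the data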;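 also: cells stimulated with CCL20 at 14 nM final; plate controls were DMSO with CCL20 for no effect and DMSO without agonist for full effect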
Gli-Sufu block – blocks Gli-Sufu signaling in a luciferase reporter. Sufu-KO-LIGHT fibroblasts, Gli luciferase reporter luminescence. inhibition, % at 5 µM. 340,000 compounds, 0.74% hits;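 active = inhibition above about 55%, limit read from the data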;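 also: 0% = DMSO-treated cells and 100% = wells with medium but no cells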
APJ agonist – APJ receptor agonism; CHO-K1 APJ PathHunter beta-arrestin, luminescence; 0% DMSO wells, 100% apelin; activation, % at 20 µM; 330,000 compounds, 0.11% hits;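 active = activation more than six SD over the plate average, tested at 20 µM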;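 also: 0% = DMSO alone and 100% = apelin-13 at 10 nM; some results filed as inactive read as strong as hits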
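Assay system: engineered CHO-K1 APJ arrestin reporter cells; Amount: 1000 CHO-K1 reporter cells seeded per well; Dosing: one dose, 20 µM compound, 1% DMSO; Times: compound stimulation 90 min at 25 °C, detection 60 min; Measured by: luminescent beta-gal fragment complementation, chemiluminescent substrate; Read-out: APJ–arrestin association signal; Controls: DMSO vs Apelin-13 10 nM.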
CXCR6 inh – inhibitors of human CXCR6 receptor. CHO-K1 PathHunter CXCR6 beta-arrestin, luminescence. inhibition, % at 20 µM. 360,000 compounds, 0.36% hits. AID 602244; in the data active = inhibition above about 34%, passing the limit was not always enough;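 also: antagonist mode with CXCL16 agonist at 10 nM final; 0% = 10 nM CXCL16 with DMSO and 100% = unstimulated wells without agonist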
Active calls of the source: *; x = no result given.

SMILES | APJ antag | ATG4B inhibitor | UBC13 polyUb | EBI2 antag | CCR6 antagonist | Gli-Sufu block | APJ agonist | CXCR6 inh
COC(=O)c1cc(CNC(=O)c2ccc(O)c(Cl)c2)ccc1OC | -6 | -13 | -6 | -1 | 12 | -2 | 0 | 2
Cc1cc(C)c(OCC(=O)OCC(=O)N2CCCc3ccccc32)c(C)c1 | 1 | 4 | -3 | 4 | -3 | -7 | 3 | 0
O=c1[nH]nc(SCc2cc(Cl)ccc2Cl)c(=O)[nH]1 | 10 | 9 | -6 | -11 | 0 | -3 | -1 | -18
COc1ccccc1NC(=O)CN1CCN(c2ccccn2)CC1 | 16 | -4 | -3 | -1 | -7 | -1 | 2 | -5
COc1nc(NC2CCCCC2)nc(N2CCCCCC2)n1 | -6 | 16 | 9 | -17 | 9 | -4 | 6 | -3
CCC(=O)N1CCN(c2cc(N3CCN(C)CC3)c(F)cc2[N+](=O)[O-])CC1 | 10 | 28 | -22 | 3 | 11 | 0 | -1 | 4
CC(OC(=O)CN1C(=O)NC2(CCCC2)C1=O)c1ccc(F)cc1 (centres undefined) | 2 | 2 | -7 | -3 | 4 | 3 | 4 | 4
CCOc1cc(C(=S)N2CCCC2)ccc1OC(=O)Cc1ccc(F)cc1 | -2 | -6 | 5 | -5 | 12 | 2 | -3 | -3
O=C(/C=C/c1ccccc1)NCCSCc1ccc(Cl)cc1 | 5 | -3 | 7 | 52* | 11 | -6 | -10 | -7
CCOC(=O)C1CCCN1C(=O)C1(NC(C)=O)CCCC1 (centres undefined) | x | 4 | x | -9 | -2 | 2 | x | 4
Cc1cc(Cl)ccc1OCC(=O)NCCOc1nc(N2CCCCC2)nc(N2CCOCC2)n1 | 2 | 3 | 15 | 11 | 11 | 26 | -3 | 5
CC1CCN(C(=O)c2[nH]cnc2C(=O)N[C@@H](Cc2ccccc2)C(=O)OC(C)(C)C)CC1 | 4 | 23 | -1 | 5 | 18 | -2 | -4 | 2
Cc1ccc(CSc2sc(C(=O)c3ccccc3)c(N)c2C#N)cc1 | 17 | -7 | -8 | 13 | 23 | -6 | -2 | 2
Cc1cccc(N2CCN(C(=O)c3ccc(NS(=O)(=O)c4c(C)noc4C)cc3)CC2)c1C | -11 | 0 | -9 | -10 | -18 | 5 | -1 | -6
CN(CC(=O)N1CCC(C(N)=O)CC1)S(=O)(=O)c1ccc2ccccc2c1 | 1 | 4 | -3 | -12 | 0 | 2 | -3 | 6
CC(C(=O)Nc1nncs1)N1C(=O)C2C3C=CC(C3)C2C1=O (centres undefined) | -1 | -1 | -4 | -8 | 12 | 17 | -2 | -10
CC(C)CCN1C(Nc2ccccc2)=NC[C@@H]1Cc1ccccc1 | 11 | -5 | 9 | -6 | 11 | 11 | -10 | 1
CCc1ccc(Nc2nnc(SCC(=O)Nc3cccc(S(=O)(=O)NC4=NCCCCC4)c3)s2)cc1 | -4 | -18 | -4 | -2 | 12 | -15 | -1 | 4
CCOC(=O)N1CCN(C(=O)c2ccc3c(=O)n(CCC4=CCCCC4)c(=S)[nH]c3c2)CC1 | 33 | -13 | 12 | 17 | 25 | 25 | -2 | 19
CCC(CC)c1nnc(NC(=O)c2cccc(S(=O)(=O)N3CCc4ccccc43)c2)s1 | 8 | -23 | -2 | 8 | 4 | 1 | 0 | 18
CC(C)(C)C(=O)Nc1ccccc1C(=O)Nc1cc(Cl)ccc1Cl | 10 | -1 | 8 | -11 | -2 | 4 | -3 | 1
CCOC(=O)c1nn(-c2ccccc2)c2nc(Nc3ccccc3)cc(=O)n12 | -1 | 6 | 7 | 7 | -7 | -4 | -3 | -2
O=C1c2ccccc2C(=O)N1CCCc1c[nH]c2ccccc12 | -5 | 24 | -3 | 3 | 9 | 15 | 1 | 0
CS(=O)(=O)N(Cc1ccccc1)c1ccc(C(=O)NCC2CCCO2)cc1 (centres undefined) | -12 | -1 | 5 | 6 | 12 | -3 | 8 | 1
CCc1ccc(NC(=O)Cn2cnc3c(=O)n(C)c(=O)n(C)c32)cc1 | -6 | -2 | 5 | 0 | 8 | -2 | -7 | 5

New compounds follow:
SMILES | APJ antag | ATG4B inhibitor | UBC13 polyUb | EBI2 antag | CCR6 antagonist | Gli-Sufu block | APJ agonist | CXCR6 inh
COCCNS(=O)(=O)c1ccc2c3c(cccc13)C(=O)N2C | -2 | -4 | 6 | -1 | -6 | 10 | -1 | -3
Cc1ccc(NNC(=O)c2ccno2)c(C)c1 | -5 | -4 | -2 | -11 | 2 | -6 | 5 | -16
CCCCNCc1ccc(OCc2ccc(Cl)nc2)c(OC)c1 | -16 | -3 | 9 | -10 | 1 | 16 | 5 | -6
Cc1ccc(C(=O)N/N=C\c2cccnc2)s1 | 0 | -4 | -3 | -3 | -5 | -4 | 1 | 10
Cc1oc(-c2ccoc2)nc1CN(Cc1ccccc1)CC1CC1 | 17 | 3 | 1 | -8 | 22 | 1 | -5 | 7
Cc1ccc(NS(=O)(=O)c2ccc(NC(=O)c3ccc(Br)o3)cc2)c(C)c1 | -4 | -25 | 6 | -1 | 1 | 5 | -1 | -5
Cn1cnnc1SC(C(=O)Nc1cc(Cl)cc(Cl)c1)c1ccccc1 (centres undefined) | -1 | -18 | -9 | 4 | 5 | 4 | -3 | -6
COc1ccc(N2CCN(C(=O)CN3CCN(c4nc(-c5ccc(F)cc5)cs4)CC3)CC2)cc1 | -4 | -14 | 13 | -6 | 0 | 46 | -2 | -6
Cc1ccc(NS(=O)(=O)c2cc(C(=O)Nc3cccc([N+](=O)[O-])c3)ccc2C)cc1 | -5 | -8 | 14 | 15 | 10 | 15 | -1 | 7
COc1ccc(OCC(=O)N/N=C\c2ccco2)cc1 | 6 | -9 | 5 | -8 | -8 | -6 | -4 | 0
CCOc1ccc(NS(=O)(=O)c2ccc(NC(=O)C3CCCO3)cc2)cc1 (centres undefined) | 9 | -5 | -7 | -11 | -13 | -4 | -3 | -7
COc1ccc(CN2C(=O)c3cccnc3C2=O)cc1S(=O)(=O)NCc1ccco1 | 12 | -7 | 4 | 5 | 1 | -4 | 1 | 2
O=C(NCCCc1ccccc1)c1cccc(NC(=O)C2CCCCC2)c1 | x | x | x | -1 | 7 | -3 | x | 6
CNC(=O)COC(=O)c1ccc([N+](=O)[O-])cc1Cl | -13 | 5 | -2 | -12 | 5 | -3 | 4 | -8
COc1ccc(CN2CCN(Cc3cccc4nonc34)CC2CCO)c(C)c1C (centres undefined) | 3 | 0 | -4 | -10 | -5 | 6 | -1 | -5
O=C(OCC(=O)N1CCCCCC1)c1ccc(Br)c(S(=O)(=O)N2CCOCC2)c1 | -5 | -10 | 14 | -5 | 0 | 7 | -4 | -7
O=C(CCCN1C(=O)c2cccnc2C1=O)Nc1ccccc1F | -10 | 1 | 23 | 1 | -1 | 10 | 4 | -6
CC(C)(C)c1cc(CN(CCO)CCO)cc(C(C)(C)C)c1O | 4 | -2 | 15 | 7 | -22 | -1 | 2 | 9
C=CCn1c(C)cc(C(=O)CSc2nc3ccccc3o2)c1C | 3 | -12 | 6 | 9 | 20 | -108 | 1 | -12
CC1=N/C(=C\c2ccccc2Cl)C(=O)O1 | 1 | -4 | -9 | 6 | -11 | -16 | 1 | 1
CC(=O)N/C(=N/c1nc(C)cc(C)n1)Nc1ccc(NC(C)=O)cc1 | 6 | -1 | 6 | 1 | 0 | 0 | 0 | -1
CCCCSc1nnc(-c2ccc(NC(=O)CC)cc2)n1C | 8 | 5 | -4 | -1 | 1 | 7 | -1 | 4
COC(=O)C(=C/C=C/c1cccnc1)C(=O)OC | -9 | -2 | -9 | -7 | 6 | 7 | 2 | -4
O=C(NC(=S)NC1CCSC1=O)c1cccs1 (centres undefined) | 3 | 28 | -5 | -24 | 3 | -6 | 0 | 5
COc1ccc(-c2c(C#N)c(N)nc3c2CCc2ccccc2-3)cc1OC | 1 | 2 | 36 | x | 9 | 54 | 3 | x

Carrying on:
SMILES | APJ antag | ATG4B inhibitor | UBC13 polyUb | EBI2 antag | CCR6 antagonist | Gli-Sufu block | APJ agonist | CXCR6 inh
CC(C)(C)c1ccc(CNc2cc(N3CCOCC3)ccc2[N+](=O)[O-])cc1 | 5 | -1 | -22 | 26 | 16 | -4 | -2 | 6
Cc1ccc(NC(=O)COC(=O)c2ccc(C)c(S(=O)(=O)N3CCOCC3)c2)cc1 | -26 | -5 | 0 | -6 | 1 | -2 | 5 | -10
Cc1cc(NC(=O)COC(=O)c2cccc(O)c2)no1 | 15 | 3 | -1 | -7 | -4 | -5 | -3 | -4
Nc1c(C(O)(C(F)(F)F)C(F)(F)F)ccc2ccccc12 | x | 8 | x | -5 | -27 | -1 | x | -1
COc1ccc(OC)c(CCNC(=O)CN2C(=O)CCSc3ccccc32)c1 | -8 | -3 | 5 | 0 | 1 | -5 | -4 | 4
CC(=O)Oc1ccccc1N(C(C)=O)S(=O)(=O)c1cccc([N+](=O)[O-])c1 | -37 | -11 | -11 | -24 | -5 | 0 | 0 | 9
Cc1ccsc1C(=O)Nc1ccc(S(=O)(=O)N2CCOCC2)cc1 | -6 | -11 | 1 | -9 | 3 | 0 | -4 | -3
COCCN1C=C(C(=O)OC)C(c2cc3c(cc2Br)OCO3)C(C(=O)OC)=C1 | -2 | 9 | 2 | x | 0 | -37 | -3 | x
COc1cccc(OCC(O)CN2CCN(c3ncccn3)CC2)c1 (centres undefined) | 6 | -7 | -2 | 0 | 7 | 4 | 0 | 6

Some of the entries above in another layout:
SMILES	APJ antag	ATG4B inhibitor	UBC13 polyUb	EBI2 antag	CCR6 antagonist	Gli-Sufu block	APJ agonist	CXCR6 inh
COC(=O)C(=C/C=C/c1cccnc1)C(=O)OC	-9	-2	-9	-7	6	7	2	-4
O=C(NC(=S)NC1CCSC1=O)c1cccs1 (centres undefined)	3	28	-5	-24	3	-6	0	5
COc1ccc(-c2c(C#N)c(N)nc3c2CCc2ccccc2-3)cc1OC	1	2	36	x	9	54	3	x
CC(C)(C)c1ccc(CNc2cc(N3CCOCC3)ccc2[N+](=O)[O-])cc1	5	-1	-22	26	16	-4	-2	6
Cc1ccc(NC(=O)COC(=O)c2ccc(C)c(S(=O)(=O)N3CCOCC3)c2)cc1	-26	-5	0	-6	1	-2	5	-10
Cc1cc(NC(=O)COC(=O)c2cccc(O)c2)no1	15	3	-1	-7	-4	-5	-3	-4
Nc1c(C(O)(C(F)(F)F)C(F)(F)F)ccc2ccccc12	x	8	x	-5	-27	-1	x	-1
COc1ccc(OC)c(CCNC(=O)CN2C(=O)CCSc3ccccc32)c1	-8	-3	5	0	1	-5	-4	4
CC(=O)Oc1ccccc1N(C(C)=O)S(=O)(=O)c1cccc([N+](=O)[O-])c1	-37	-11	-11	-24	-5	0	0	9
Cc1ccsc1C(=O)Nc1ccc(S(=O)(=O)N2CCOCC2)cc1	-6	-11	1	-9	3	0	-4	-3
COCCN1C=C(C(=O)OC)C(c2cc3c(cc2Br)OCO3)C(C(=O)OC)=C1	-2	9	2	x	0	-37	-3	x
COc1cccc(OCC(O)CN2CCN(c3ncccn3)CC2)c1 (centres undefined)	6	-7	-2	0	7	4	0	6
